E-selectin induc: E-selectin induction on HUVECs | P16581 | HUVEC E-selectin immunofluorescence imaging; normalized: neutral wells 0, TNF-alpha wells 100 | activation, % at 7.58 µM | 0.37% of 260,000 active | AID 686992;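 active = mean E-selectin-positive cell signal at least 10% of the positive control, reached in at least 60% of replicates, without over 20% cell loss; inconclusive = no rule given, readout overlaps actives, possibly toxicity-flagged; inactive = the rest, including those meeting only one limit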;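 note: in these data hits start at about 27%; measured in HUVEC primary endothelial cells; signal is the percent of cells scored E-selectin positive by PE staining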
Target sequence (P16581 whole entry, looked up): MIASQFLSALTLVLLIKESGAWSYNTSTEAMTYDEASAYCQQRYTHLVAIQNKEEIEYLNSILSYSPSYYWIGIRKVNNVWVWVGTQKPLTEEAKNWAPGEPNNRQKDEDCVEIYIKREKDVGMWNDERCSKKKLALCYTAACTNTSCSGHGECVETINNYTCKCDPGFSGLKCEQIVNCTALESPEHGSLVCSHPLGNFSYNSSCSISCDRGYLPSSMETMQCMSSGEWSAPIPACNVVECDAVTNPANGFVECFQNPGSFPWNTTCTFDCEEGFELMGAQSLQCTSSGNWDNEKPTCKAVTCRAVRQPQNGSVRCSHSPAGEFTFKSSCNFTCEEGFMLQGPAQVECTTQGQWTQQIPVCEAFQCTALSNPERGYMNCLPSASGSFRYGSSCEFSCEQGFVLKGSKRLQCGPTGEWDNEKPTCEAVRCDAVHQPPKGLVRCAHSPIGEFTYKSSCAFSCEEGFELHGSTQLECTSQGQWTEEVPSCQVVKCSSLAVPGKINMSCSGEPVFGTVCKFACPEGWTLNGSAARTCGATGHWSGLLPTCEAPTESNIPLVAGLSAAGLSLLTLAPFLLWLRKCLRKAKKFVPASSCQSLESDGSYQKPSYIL
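Assay system: HUVEC primary endothelial cells. Input: 3,000 HUVEC seeded per well. Doses: one compound dose added by pin transfer. Read-out basis: % PE-positive cells. Benchmarks: TNF-alpha high, DMSO low. Detection: immunofluorescence imaging. Buffer or medium: EGM-2, gelatin.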
esBAF inh: SWI/SNF esBAF complex inhibition; mouse ES cells, Bmi1-luciferase knock-in reporter, 24 h; 100% = twice the neutral-well signal; reporter increase, % at 12.5 µM; 2% of 350,000 active; in the data active = activation above about 40%; inconclusive = no clear call, values can overlap the other calls;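 note: 0% = median of the plate's neutral control wells and 100% = double that signal; a rise in the Bmi1 reporter signal indicates esBAF inhibition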
ERp5 block: ERp5 (human) disulfide isomerase inhibition; Q15084; ERp5 insulin aggregation, absorbance 650 nm, 90 min; inhibition, % at 9.99 µM; 0.05% of 350,000 active; AID 651711;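 active = mean replicate inhibition above about 25%, with every replicate also reaching it, limit read from the data, passing the limit was not always enough; inconclusive = only one of those two criteria met; inactive = neither criterion met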
ARNT TACC3 PPI: disrupts binding between human ARNT and TACC3. Q9Y6A5. AlphaScreen His-ARNT PAS-B/GST-TACC3 binding, luminescence; TACC3 fragment carries E629A point mutation. inhibition, % at 9.99 µM. 0.66% of 390,000 active. AID 623870;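 active = mean inhibition of replicates at least 50% and at least half of replicates each reaching 50%; inconclusive = half or more replicates reach 50% but mean below 50%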;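 note: 0% = complete ARNT plus TACC3 wells and 100% = ARNT alone without TACC3; many hits fall short of the cut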
Casp6 inh: caspase-6 (human) enzyme inhibition; P55212; purified caspase-6, Z-VEID-R110 cleavage fluorescence; inhibition, % at 12.5 µM; 0.53% of 350,000 active; AID 686996;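 active = mean inhibition across replicates at least about 35%, with every replicate also reaching that limit, limit read from the data; inconclusive = only one of the two criteria met; inactive = neither criterion met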;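 note: 0% = median of neutral control wells and 100% = no fluorescence left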
Target sequence (P55212 24-179 limits assumed): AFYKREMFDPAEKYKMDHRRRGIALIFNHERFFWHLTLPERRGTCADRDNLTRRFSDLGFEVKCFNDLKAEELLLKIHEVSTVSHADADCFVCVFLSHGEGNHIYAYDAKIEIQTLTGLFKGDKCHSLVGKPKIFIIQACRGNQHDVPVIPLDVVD
Target sequence (P55212 194-293 limits assumed): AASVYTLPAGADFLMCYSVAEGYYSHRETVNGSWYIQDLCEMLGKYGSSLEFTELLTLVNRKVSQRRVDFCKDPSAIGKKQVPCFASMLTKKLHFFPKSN
PglD inh: blocks C. jejuni PglD acetyltransferase activity; AID 602405; inhibition, % at 12.5 µM; purified PglD enzyme, DTNB colorimetric CoA detection; 0.098% of 360,000 active; in the data active = inhibition above about 16%, passing the limit was not always enough; inconclusive = no clear call, values can overlap the other calls; note: strong numbers were not always called active
RAD54 branch: RAD54 (human) branch migration inhibition | inhibition, % at 10.4 µM | RAD54 Holliday junction branch migration, FAM/BHQ fluorescence | 0.14% of 360,000 active;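 active = mean normalized replicate activity at least 40 and at least half of replicates scoring 40 or more; inconclusive = only one of the two criteria met; inactive = mean below 40 and under half of replicates reaching 40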;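 note: 0% = median of neutral control wells and 100% = median of positive control wells; inhibitors cause a drop in the FAM fluorescence signal; in these data hits start at about 50%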
RAD52 inh: inhibitors of human RAD52 DNA annealing | inhibition, % at 18.7 µM | recombinant RAD52 DNA annealing, FRET fluorescence | 0.46% of 360,000 active | P43351;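 active = every replicate showing at least 50% inhibition; inconclusive = mean inhibition at least 50% but not in every replicate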
An asterisk follows results filed as active; u = inconclusive; x = no result given; & = joins results of further samples.

Values in the order – E-selectin induc | esBAF inh | ERp5 block | ARNT TACC3 PPI | Casp6 inh | PglD inh | RAD54 branch | RAD52 inh
CO[C@H]1CN(C)C(=O)c2ccc(NS(C)(=O)=O)cc2OC[C@H](C)N(C)C[C@@H]1C
→ -0.1 | x | -7.6 | x | 2.4 | x | x | -12.6
COc1ccccc1NCC(O)COc1ccc(C(C)(C)C)cc1 (centres undefined)
→ 8.4 | x | -0.2 | 1.7 | -2.0 | x | x | -31.3
c1ccc(COc2ccccc2CNC2CCCC2)cc1
→ 4.8 | x | -8.3 | -0.8 | -1.8 | x | x | -11.5
Cc1noc(C)c1NC(=O)Nc1ccc2c(c1)C(=O)N([C@H](C)CO)C[C@@H](C)[C@@H](CN(C)C(=O)NC(C)C)O2
→ -0.1 | 10.8 | 1.9 | -4.8 | 1.2 | 4.0 | 8.1 | -1.1
COC(=O)[C@H](C)NC(=O)NCc1ccccc1
→ x | -7.1 | 0.4 | 4.6 | -1.9 | 4.0 | -12.5 | -17.2
CC(C)CCNC(=O)CN(Cc1ccco1)C(=O)c1snc(C(N)=O)c1N
→ 2.8 | -13.0 | 0.9 | -2.4 | x | -2.3 | -1.3 | 7.8
CCNS(=O)(=O)c1ccc(CCC(=O)N2CCN(C(=O)OCC)CC2)cc1
→ x | -13.9 | -1.6 | -2.3 | 1.5 | -0.6 | 5.5 | -5.4
CCCNC(=O)N1[C@H](C#N)[C@H](c2ccccc2-c2ccc(F)cc2)[C@@H]1CO
→ 0.2 | x | 3.0 | x | 4.4 | x | x | -9.3
O=C(C[C@@H]1CC[C@H]2[C@@H](COC[C@@H](O)CN2C(=O)c2ccc(F)cc2)O1)N1CCCCC1
→ 0.2 | -3.9 | 3.9 | 0.0 | -2.6 | 0.6 | -6.2 | -13.1
COc1ccc(CNC(=O)/C=C/c2cc([N+](=O)[O-])ccc2OC(F)F)cc1OC
→ x | -0.8 | x | 4.8 | x | 1.1 | -6.5 | x
Cc1ccc(S(=O)(=O)Nc2ccc3c(c2)C(=O)N([C@H](C)CO)C[C@H](C)[C@H](CN(C)C(=O)Nc2ccc(F)cc2)OCCCC[C@H](C)O3)cc1
→ x | -4.0 | -2.9 | -7.3 | 2.0 | -8.5 | -7.0 | 7.6
COCCNC(=O)C1(C)CCN(C(=O)Cc2ccc(OC)c(OC)c2)C1 (centres undefined)
→ -0.1 | -14.7 | 4.1 | x | 0.8 | -0.4 | -10.0 | 6.7
Cc1cc2sc3ccccc3c(=O)c2c(C)c1O
→ 6.0 | x | 1.1 | 6.3 | 3.0 | x | x | -32.4
O=C(CSc1nnc2scc(-c3ccccc3)n12)Nc1nsc(-c2ccccc2)n1
→ x | 5.4 | -0.9 | 3.3 | 3.0 | -5.8 | -8.9 | -14.5
COc1cc(NC(=O)CSc2nc(C3CC3)nc3ccccc23)cc(OC)c1
→ x | -13.1 | 7.2 | 4.5 | -1.7 | 1.7 | 2.3 | -11.3
COc1ccc(CC(=O)N/N=C(\C)CC(=O)Nc2ccc3c(c2)OCCO3)cc1OC
→ 0.6 | -3.1 | -1.1 | 6.3 | -0.7 | -1.3 | -4.0 | -2.0
COc1ccc(CNC(=O)C2CCN(S(=O)(=O)N3CCCC3)CC2)c(OC)c1
→ x | -7.0 | 2.3 | 1.6 | -3.2 | 6.3 | 2.1 | -9.5
CN(Cc1ccco1)C(=O)Cn1cc(S(=O)(=O)N2CCCC2)c(S(=O)(=O)N2CCCC2)c1
→ 0.4 | 5.0 | -2.2 | -0.3 | 3.3 | -1.7 | -0.5 | -18.6
CCCCN(C)c1c(C)nc2ccc(C(=O)N(CC)CCN(C)C)cn12
→ u | 0.4 | 8.4 | x | -4.5 | -3.8 | -5.0 | -8.7
O=C1CCC([N+](=O)[O-])C(c2cccc([N+](=O)[O-])c2)N1 (centres undefined)
→ x | x | 2.5 | -3.7 | -1.2 | x | x | -4.4
CCc1cc2c(=O)n(CC(C)C)cnc2s1
→ x | x | 1.2 | -6.1 | 1.0 | -7.8 | 0.7 | -15.3
CCN1C(=O)CC(n2c(C)nc3ccccc32)C1=O (centres undefined)
→ x | -1.2 | x | -5.7 | x | 2.1 | -1.3 | x
COc1ccc(C(C[N+](=O)[O-])c2c(-c3ccccc3)cc3ccccn23)cc1 (centres undefined)
→ x | u | x | -7.9 | x | 3.6 | -4.5 | x
C[C@@H]1CN([C@@H](C)CO)C(=O)c2cc(N(C)C)ccc2O[C@@H]1CN(C)S(C)(=O)=O
→ 0.2&-0.2 | 1.5&-1.0 | 0.7&2.5 | -3.7&5.1 | -1.0&1.8 | 1.5&1.6 | -0.9&-5.7 | 0.1&-15.5
CN=C1NC(C)(C)C2CCC(C)(CC2)S1
→ -0.1 | -7.8 | -3.2 | 18.8 | 4.3 | 3.1 | -7.6 | 5.9
O=S(=O)(c1cccs1)N1CCCCN2[C@H](CO)[C@@H](c3ccc(Br)cc3)[C@@H]2C1
→ -0.3 | -0.5 | 5.6 | -3.2 | 0.7 | -2.7 | -11.8 | -46.7
COc1ccc(COCC23N=C4SCC(=O)N4[C@H](c4ccccc4O2)[C@H]3CO)cc1
→ x | x | 2.0 | -2.2 | 1.5 | 3.2 | -0.9 | 1.2
C[C@@H]1CCCCO[C@@H](CN(C)S(=O)(=O)c2ccc(Cl)cc2)[C@H](C)CN([C@H](C)CO)C(=O)c2cc(NC(=O)CCCN(C)C)ccc2O1
→ 0.3 | 0.1 | -9.9 | 9.6 | -2.3 | -2.0 | -10.3 | 49.5
CCOc1cc(-c2nnc(NC(=O)C3=COCCO3)o2)cc(OCC)c1OCC
→ 5.6 | -4.4 | -1.8 | 34.5 | -0.2 | -5.3 | -7.4 | -11.8
O=C1CC(N(C(=O)c2ccco2)c2cccc(Cl)c2)C(=O)N1c1cccc(Cl)c1 (centres undefined)
→ x | 33.2 | x | 5.0 | x | -4.0 | 7.7 | x

3 of the compounds above, field by field.
COC(=O)[C@H](C)NC(=O)NCc1ccccc1
  E-selectin induc: x; esBAF inh: -7.1; ERp5 block: 0.4; ARNT TACC3 PPI: 4.6; Casp6 inh: -1.9; PglD inh: 4.0; RAD54 branch: -12.5; RAD52 inh: -17.2
CC(C)CCNC(=O)CN(Cc1ccco1)C(=O)c1snc(C(N)=O)c1N
  E-selectin induc: 2.8; esBAF inh: -13.0; ERp5 block: 0.9; ARNT TACC3 PPI: -2.4; Casp6 inh: x; PglD inh: -2.3; RAD54 branch: -1.3; RAD52 inh: 7.8
CCNS(=O)(=O)c1ccc(CCC(=O)N2CCN(C(=O)OCC)CC2)cc1
  E-selectin induc: x; esBAF inh: -13.9; ERp5 block: -1.6; ARNT TACC3 PPI: -2.3; Casp6 inh: 1.5; PglD inh: -0.6; RAD54 branch: 5.5; RAD52 inh: -5.4

New compounds follow:
Values in the order – E-selectin induc | esBAF inh | ERp5 block | ARNT TACC3 PPI | Casp6 inh | PglD inh | RAD54 branch | RAD52 inh
CC(=O)Oc1ccc(NC(=O)Cc2ccccc2)cc1
→ x | 5.9 | x | -4.4 | x | -5.8 | -12.8 | x
COc1ccc(NC(=O)Cc2ccccc2F)cc1S(=O)(=O)N1CCCCC1
→ x | 44.6* | -1.8 | 1.3 | 1.1 | 7.0 | 5.0 | -13.4
CC1(C)CC(NC(=S)NC2CC2)CC(C)(C)N1
→ 4.3 | x | 2.2 | 27.7 | 2.1 | x | x | 10.9
COc1ccc2c(CC(=O)Nc3ccc(OC)nc3)coc2c1
→ 0.0 | -3.3 | -1.1 | -10.7 | -2.8 | 4.5 | -8.5 | -15.9
O=C(NCCCN1CCOCC1)c1ccc(S(=O)(=O)Nc2ccccc2)cc1
→ -0.6 | x | -1.0 | 0.3 | 1.0 | -0.7 | 2.2 | -11.5
Cc1ccc(S(=O)(=O)N(C)C[C@H]2OCCCC[C@H](C)Oc3ccc(NS(=O)(=O)c4cn(C)cn4)cc3C(=O)N([C@@H](C)CO)C[C@@H]2C)cc1
→ x | -0.3 | 0.0 | -28.6 | 0.0 | -0.1 | -6.0 | 0.1
O=C(c1cccc(F)c1)N1CCC2(CC1)NCCc1[nH]cnc12
→ x | -5.0 | 5.6 | 2.2 | 9.5 | -0.4 | 2.9 | -4.3
O=C(OCc1nnc(-c2ccccc2)o1)c1ccc([N+](=O)[O-])s1
→ 2.4 | -9.9 | -5.8 | 22.5 | 98.6* | 1.8 | 5.3 | -14.1
CCc1ccccc1OCc1nc2ccc(S(=O)(=O)N3CCOCC3)cc2[nH]1
→ x | -2.7 | x | -0.9 | x | -1.3 | -3.9 | x
CSCCC(NS(=O)(=O)c1ccc(Cl)cc1)C(=O)O (centres undefined)
→ 1.2 | 4.1 | 3.5 | -1.7 | 2.7 | 5.7 | -1.3 | -15.1
Cc1ccc(NC(=O)CSCC(=O)O)cc1
→ 1.5 | x | -3.9 | -8.6 | -3.6 | x | x | -7.0
Cc1ccccc1-c1nc(CS(=O)(=O)CC(=O)NCc2ccc3c(c2)OCO3)c(C)o1
→ x | -5.1 | 9.1 | -4.8 | -0.6 | 1.1 | 1.5 | -6.5
Cc1ccc(S(=O)(=O)N(C)C[C@@H]2Oc3ccc(NC(=O)C4CC4)cc3CC(=O)N([C@H](C)CO)C[C@H]2C)cc1
→ -0.1 | 6.7 | -0.9 | -2.8 | 0.1 | 8.4 | 6.7 | 10.8
COc1ccccc1CNC(=O)N1CCN(S(=O)(=O)c2ccccc2)CC1
→ 0.0 | 0.0 | 0.7 | -1.2 | -2.6 | 9.1 | -8.5 | -5.0
CCc1ccc(OCC(=O)N/N=C/c2cc([N+](=O)[O-])ccc2N2CCCCCC2)cc1
→ -0.3 | -0.5 | x | -5.7 | x | 3.1 | -0.5 | x
CC(C)c1ccc([N+](=O)[O-])cc1S(=O)(=O)N1CCN(C)CC1
→ -0.1 | -6.4 | 1.9 | -2.1 | -6.0 | 0.2 | 8.9 | -0.5
CCc1cccc(NC(=O)C2CCCN(S(=O)(=O)c3cnc[nH]3)C2)c1 (centres undefined)
→ x | 0.0 | -1.2 | 33.5 | -1.1 | -2.0 | -2.5 | -1.2
Cc1noc(C)c1NC(=O)N(C)C[C@H]1Oc2ccc(NC(=O)Nc3ccc4c(c3)OCO4)cc2CC(=O)N([C@H](C)CO)C[C@H]1C
→ 0.2 | -5.9 | 7.9 | x | -5.6 | 3.2 | -2.2 | 2.1
COc1ccccc1NC(=O)CCC(=O)Nc1nnc(C2CCCCC2)s1
→ -0.3 | 1.8 | 9.6 | 2.8 | 0.1 | -3.2 | -11.1 | -8.8
Cc1ccc2[nH]c3c(c2c1)CCNC3=O
→ 2.5 | -1.2 | 5.2 | -4.7 | 0.6 | -3.8 | 6.7 | -10.8
CC(=O)Nc1ccc(S(=O)(=O)N(Cc2ccco2)Cc2cc3ccccc3[nH]c2=O)cc1
→ x | 1.9 | -13.9 | -1.6 | 0.0 | -0.5 | -4.4 | -17.7
CN1CCCCC(NC(=O)C2CCCCC2)C1=O (centres undefined)
→ 0.0 | x | 4.2 | x | 5.5 | x | x | 5.4
CCCCN1C(=O)C(CC(=O)NCC)SC1=Nc1ccccc1 (centres undefined)
→ x | -4.4 | x | 9.8 | x | -0.9 | 4.4 | x
CC1=NN(c2ccc(C)cc2C)C(=O)C1C(c1ccccc1)C1C(=O)N(c2ccc(C)cc2C)N=C1C (centres undefined)
→ x | -3.4 | x | 6.3 | x | -7.3 | -1.7 | x
C[C@H](CO)N1C[C@H](C)[C@H](CN(C)C)Oc2ccc(NC(=O)CCCN(C)C)cc2C1=O
→ 0.2 | -2.0 | 1.0 | 1.9 | -2.1 | -1.0 | -1.5 | -8.7

Bioassay records as filed in PubChem.

Outcome played no part in choosing rows. About 3.2% of those tested had a hit in this group.
